Compound activity deposited in PubChem by The Scripps Research Institute Molecular Screening Center.
MsrA inh: bovine MsrA inhibition. purified bovine MsrA, absorbance read-out. actives 0.75% (n = 360,000). inhibition, % at 15.5 µM; in the data active = inhibition above about 4.5%;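 also: 0% = vehicle wells with enzyme and 100% = reference inhibitor wells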
* marks the source's active call; other numbers are inactive results.

What do the screens show for `Clc1ccc(-c2csc(NCC3CCCO3)n2)cc1` (stereo not given)?
MsrA inh: -1.6

What do the screens show for `CCOC(=O)C1CCCN(c2cc(NCCCO)c([N+](=O)[O-])c3nonc23)C1` (stereo not given)?
MsrA inh: 2.9

What do the screens show for `CC(C)(C)n1nc(C2CC2)c(Br)c1NC(=O)c1ccc(Cl)cc1`?
MsrA inh: 0.7

Results for C#CCNC(=O)C[C@H]1C[C@@]2(C(=O)OC)C(=C[C@H](C(C)(C)C)O[C@@H]2C)N(CCC2=CCCCC2)C1=O ?
MsrA inh: 0.5

Results for O=C(NCCCCC(NC(=O)c1ccccc1)C(=O)O)OCc1ccccc1 (stereo not given) ?
MsrA inh: -0.3

What do the screens show for `CN1C(=O)C2CC(O)C(SC3CC4C(=O)N(C)C(=O)C4CC3O)CC2C1=O` (stereo not given)?
MsrA inh: -0.2

What do the screens show for `Cc1cc(O)cc(=O)n1-c1cccc(F)c1`?
MsrA inh: -0.2

Results for COC(=O)C1=C(C)N(C)C(=NCc2ccc(C(F)(F)F)cc2)NC1c1ccccc1C(F)(F)F (stereo not given) ?
MsrA inh: -1.7

What do the screens show for `C=CCNc1cccc2c1S(=O)(=O)N[C@@H](Cc1ccccc1)CO2`?
MsrA inh: 0.6

How did COC(=O)/C=C1\Nc2ccc(Cl)cc2C(=O)NC1=O do in these assays?
MsrA inh: -0.1

How did COC(=O)[C@]12C[C@H](CC(=O)NCc3cccc(C(F)(F)F)c3)C(=O)N(Cc3ccc4c(c3)OCO4)C1=C[C@H](COCc1ccccc1)O[C@@H]2C do in these assays?
MsrA inh: 0.9

How did COc1ccc(OCC2CN(Cc3ccccc3)S(=O)(=O)CCO2)cc1 (stereo not given) do in these assays?
MsrA inh: -1.2

What do the screens show for `CC(C)[C@@H](C)/C=C/[C@@H](C)[C@H]1CC[C@@H]2[C@]1(C)CCC1[C@]23C=C[C@]2(C[C@@H](O)CC[C@]12C)N(c1ncc(C(F)(F)F)cc1Cl)O3` (stereo not given in full)?
MsrA inh: -0.4

What do the screens show for `C=CCN1CC(COCCCC)Oc2ccc(Cl)cc2S1(=O)=O` (stereo not given)?
MsrA inh: -0.4

What do the screens show for `C[C@H]1COc2cccc(N3CCCC3)c2S(=O)(=O)N1`?
MsrA inh: 1.2

How did FC(F)(F)c1ccccc1CN1CCCc2nc(-c3ccc(Br)cc3)ccc21 do in these assays?
MsrA inh: 0.6

How did O=C(NCc1ccco1)C(=O)NN=Cc1ccccc1O do in these assays?
MsrA inh: 2.0

Results for O=C(Cc1ccccc1)c1c[nH]c(C(=O)NCCCn2ccnc2)c1 ?
MsrA inh: -0.9

How did CN(c1ccc(NC(=O)Cc2c[nH]c3ccccc23)cc1)c1ccccn1 do in these assays?
MsrA inh: 0.7

Results for CCCCc1c(-c2ccccc2OC)ncn1Cc1ccc(Br)cc1 ?
MsrA inh: 1.2

Results for Cc1[nH]c2ccccc2c1C(=O)CSc1nc2ccccc2c(=O)n1-c1ccccc1F ?
MsrA inh: 0.1

Results for COC(=O)C1=C(C)N(Cc2ccccc2C(F)(F)F)C(=NCc2ccc(OC)cc2)NC1c1cccc(Cl)c1 (stereo not given) ?
MsrA inh: 0.2

Results for CCn1cc(C(=O)N2CCc3ccccc3C2)c(=O)c2cc(S(=O)(=O)N3CCCCC3)ccc21 ?
MsrA inh: 2.3

How did O=S1(=O)N[C@@H](Cc2ccccc2)COc2cc(N3CCCCC3)ccc21 do in these assays?
MsrA inh: -0.3

Results for CN(CCO)C(=O)c1nc[nH]c1C(=O)N1CCN(c2ccccc2)CC1 ?
MsrA inh: -1.0

What do the screens show for `COCC1CN(CCc2ccc(F)cc2)S(=O)(=O)c2c(OCCN3C(=O)[C@@H]4[C@H](C3=O)[C@@H]3C=C[C@H]4C3)cccc2O1` (stereo not given in full)?
MsrA inh: 0.5

How did O=c1[nH]c(-c2ccccc2)cn1C1CCN(Cc2ccc(-c3nc4ccccc4nc3-c3ccccc3)cc2)CC1 do in these assays?
MsrA inh: 0.6

How did Nc1ccn([C@@H]2O[C@H](C(=O)N[C@H](Cc3ccccc3)C(=O)NCc3cccc4c3OCO4)[C@@H](O)[C@H]2O)c(=O)n1 do in these assays?
MsrA inh: 0.4

How did CN1C(=O)/C(=C/c2cn(CC(=O)NCc3ccco3)c3ccccc23)NC1=S do in these assays?
MsrA inh: 0.4

How did O=C(NCC1CCN(C(=O)C(=O)c2cc3ccccc3o2)CC1)c1ccc2c(c1)OCO2 do in these assays?
MsrA inh: 1.3

Results for COC(=O)c1cc2c(c3c4cc(F)ccc4n(S(=O)(=O)c4cccc(C)c4)c13)C(=O)N(Cc1ccc(C(F)(F)F)cc1)C2 ?
MsrA inh: 1.1

What do the screens show for `Cc1cc(NC(=O)Cc2cn(Cc3ccccc3)c3ccccc23)ccc1Oc1cccnc1`?
MsrA inh: 1.7

Results for Nc1nc2c(ncn2[C@@H]2O[C@H](C(=O)N[C@H](Cc3ccccc3)C(=O)O)[C@@H](O)[C@H]2O)c(=O)[nH]1 ?
MsrA inh: 0.7

Results for COCc1[nH]nc2c1C(c1ccccc1)NC2=O (stereo not given) ?
MsrA inh: 0.6

How did C[C@H](CO)N1C[C@H](C)[C@H](CN(C)C(=O)Nc2cccc(F)c2)OCc2cnnn2CCCC1=O do in these assays?
MsrA inh: 0.1

What do the screens show for `COC(=O)[C@]12C[C@H](CC(=O)NCc3ccc(C)o3)C(=O)N(CCC3=CCCCC3)C1=C[C@H](C(C)(C)C)O[C@@H]2C`?
MsrA inh: -0.2

How did COCCN(Cc1ccc(C)cc1)C(=O)[C@@H](Cc1ccccc1)NC(=O)[C@H]1O[C@@H](n2ccc(=O)[nH]c2=O)[C@H](O)[C@@H]1O do in these assays?
MsrA inh: -0.4

Results for NNC(=O)CCc1nc2ccccc2[nH]1 ?
MsrA inh: 3.1

What do the screens show for `C/C(=N\NC(=O)CNC(=O)C(c1ccccc1)c1ccccc1)c1ccc(C)cc1`?
MsrA inh: -0.8

Results for COC(=O)c1cc2c(c3c4cc(OC)ccc4n(S(=O)(=O)c4ccc(F)cc4)c13)C(=O)N(Cc1ccccc1)C2 ?
MsrA inh: 1.9

Results for O=C(Nc1cccc(Cl)c1)NN(c1ccccc1)C1CCS(=O)(=O)C1 (stereo not given) ?
MsrA inh: -0.2

How did CC(C)(C)OC(=O)N1C[C@@]23C[C@H](c4cccc(F)c4)[C@@H](C[C@@H]2S1(=O)=O)O3 do in these assays?
MsrA inh: 1.3

How did Cc1cc(Br)c2nc(-c3ccc(Cl)cc3)c(Cc3cccc(Cl)c3)n2c1 do in these assays?
MsrA inh: 0.3

What do the screens show for `Cc1c(CN2CCN(c3ncc(Cc4ccccc4)cn3)CC2)c(=O)n(-c2ccccc2)n1C`?
MsrA inh: -0.7

How did O=C1NC(c2ccccc2)c2c(-c3ccccc3)n[nH]c21 (stereo not given) do in these assays?
MsrA inh: 1.1

What do the screens show for `COc1cc2c(c(OC)c1OC)[C@@]1(c3ccccc3)CCCC[C@H]1[C@@H]2NC(=O)C(F)(F)F`?
MsrA inh: 0.4

Results for COC(=O)C1=C(C)N(Cc2ccc(C(F)(F)F)cc2)C(=NCc2ccccc2)NC1c1ccccc1C(F)(F)F (stereo not given) ?
MsrA inh: 2.4

How did O=C(O)c1ccc2c(c1Sc1ccccc1)C(=O)c1ccccc1C2=O do in these assays?
MsrA inh: 1.3

Results for CCCCOCC1CN(CCCC)S(=O)(=O)c2c(Oc3ccc(C(C)C)cc3)cccc2O1 (stereo not given) ?
MsrA inh: -0.4

What do the screens show for `C[C@H](O)[C@@H]1CN2CCc3ccc(-c4ccc5c(c4)OCO5)cc3[C@@H]2C[C@@H]1N(C)C(=O)c1ccco1`?
MsrA inh: -0.7

Results for NS(=O)(=O)c1ccc(OCCCN2CCC(C(O)(c3ccccc3)c3ccccc3)CC2)cc1 ?
MsrA inh: 0.6

What do the screens show for `CCCCS(=O)(=O)N1CCN(C(=O)C(=O)c2cccc(C(F)(F)F)c2)CC1`?
MsrA inh: 0.3

Results for O=S1(=O)N[C@@H](Cc2ccccc2)COc2cccc(N3CCCCC3)c21 ?
MsrA inh: -0.2

How did CCOC(=O)C1=C(C(=O)OCC)C2N(Cc3ccc(Br)cc3)c3ccccc3[C@@]23C[C@@H](C(=O)OC)N(S(=O)(=O)c2ccc(C(F)(F)F)cc2)C3=N1 (stereo not given in full) do in these assays?
MsrA inh: 0.6

How did Cc1cc2cc3c(=O)[nH]c(=O)[nH]c3nc2cc1C do in these assays?
MsrA inh: 1.0

How did CNC[C@@H]1OCc2cnnn2CCCC(=O)N([C@@H](C)CO)C[C@H]1C do in these assays?
MsrA inh: 2.0

What do the screens show for `NC(=O)[C@@H]1CCCN1C(=O)[C@@H](Cc1ccccc1)NC(=O)[C@H]1O[C@@H](n2ccc(N)nc2=O)[C@H](O)[C@@H]1O`?
MsrA inh: 0.0

How did Cc1cc(-c2cc(NC(=O)Cc3c[nH]c4ccccc34)ccc2Nc2cccnc2)ccc1F do in these assays?
MsrA inh: 1.2

How did NC1=NC(c2ccccc2)N=C(Nc2ccccc2)N1 (stereo not given) do in these assays?
MsrA inh: -1.3

Results for Nc1ncnc2c1ncn2[C@@H]1O[C@H](C(=O)N[C@@H](CCc2ccccc2)C(=O)N2CCN(C(=O)N3CCCCC3)CC2)[C@@H](O)[C@H]1O ?
MsrA inh: 0.0

Results for COC(=O)c1cc2c(c3c4cc(C)ccc4n(S(=O)(=O)c4ccc(OC)cc4)c13)C(=O)N(Cc1ccccc1)C2 ?
MsrA inh: 0.7

How did COc1ccc(-n2c(CSc3ccc(Cl)cc3)n[nH]c2=S)cc1 do in these assays?
MsrA inh: 0.1

What do the screens show for `COC(=O)[C@]12C[C@H](CC(=O)NCc3cccs3)C(=O)N(CCC3=CCCCC3)C1=C[C@H](COCc1ccccc1)O[C@@H]2C`?
MsrA inh: -0.6

How did O=C1CC(c2ccccc2Cl)Cc2c1cnn2-c1nc2ccccc2s1 (stereo not given) do in these assays?
MsrA inh: 2.2

What do the screens show for `FC(F)(F)c1ccc(Cl)c(CN2CCN(c3ncc(Cc4ccccc4)cn3)CC2)c1`?
MsrA inh: 1.1

What do the screens show for `CC(=O)N1CCN(c2ccc(N3CCN(C(C)=O)[C@@H](C)C3)c(C)c2)[C@@H](C)C1`?
MsrA inh: 0.5

Results for CC(C)CC(=O)Nc1cccc(C(C)O)c1 (stereo not given) ?
MsrA inh: 1.6

Results for Cc1ccccc1S(=O)(=O)N1CCCc2nc(-c3ccc(F)cc3)ccc21 ?
MsrA inh: -0.1

Results for COC(=O)C1=C(C)N(Cc2cccc(C(F)(F)F)c2)C(=NCc2ccc3c(c2)OCO3)NC1c1ccc(F)cc1 (stereo not given) ?
MsrA inh: -0.9

What do the screens show for `COC(=O)C1=C(C)N(Cc2cccc(C(F)(F)F)c2)C(=NCC2CC2)NC1c1ccccc1` (stereo not given)?
MsrA inh: -0.9

How did O=C(Cc1cccc2ccccc12)N/N=C/c1ccc(Sc2cccc3cccnc23)o1 do in these assays?
MsrA inh: -0.3

What do the screens show for `Cc1cccc(NC(=O)CNC(=O)[C@@H](Cc2ccccc2)NC(=O)[C@H]2O[C@@H](n3ccc(N)nc3=O)[C@H](O)[C@@H]2O)c1C`?
MsrA inh: 1.1

What do the screens show for `COc1ccc(-c2ccc3c(n2)CCCN3S(=O)(=O)c2cccs2)cc1`?
MsrA inh: 1.8

What do the screens show for `Cc1ccc(C2c3c(-c4ccccc4)n[nH]c3C(=O)N2c2ccccc2)cc1` (stereo not given)?
MsrA inh: -1.7

How did C[C@H]1CN([C@@H](C)CO)C(=O)CCCn2cc(nn2)CO[C@@H]1CN(C)S(=O)(=O)c1ccccc1F do in these assays?
MsrA inh: 0.1

Structures shown so far with a furan ring, fused or not, in the order listed:
How did O=C(NCc1ccco1)C(=O)NN=Cc1ccccc1O do in these assays?
MsrA inh: 2.0

How did CN1C(=O)/C(=C/c2cn(CC(=O)NCc3ccco3)c3ccccc23)NC1=S do in these assays?
MsrA inh: 0.4

How did O=C(NCC1CCN(C(=O)C(=O)c2cc3ccccc3o2)CC1)c1ccc2c(c1)OCO2 do in these assays?
MsrA inh: 1.3

What do the screens show for `COC(=O)[C@]12C[C@H](CC(=O)NCc3ccc(C)o3)C(=O)N(CCC3=CCCCC3)C1=C[C@H](C(C)(C)C)O[C@@H]2C`?
MsrA inh: -0.2

What do the screens show for `C[C@H](O)[C@@H]1CN2CCc3ccc(-c4ccc5c(c4)OCO5)cc3[C@@H]2C[C@@H]1N(C)C(=O)c1ccco1`?
MsrA inh: -0.7

How did O=C(Cc1cccc2ccccc12)N/N=C/c1ccc(Sc2cccc3cccnc23)o1 do in these assays?
MsrA inh: -0.3

(more compounds)
Results for CC(C)(C)OC(=O)N1O[C@H]2C=C[C@@H]1C2 ?
MsrA inh: -0.2

What do the screens show for `CC(C)Cn1c(N)c(C(=O)COC(=O)c2cc(C(F)(F)F)nc3c(C(F)(F)F)cccc23)c(=O)n(C)c1=O`?
MsrA inh: -0.5

Results for O=C(N[C@H](Cc1ccccc1)C(=O)NCc1ccco1)[C@H]1O[C@@H](n2ccc(=O)[nH]c2=O)[C@H](O)[C@@H]1O ?
MsrA inh: 0.2

How did COc1ccccc1CCn1cnc(-c2ccccc2)c1CC(C)C do in these assays?
MsrA inh: 0.2

How did C[C@H]1COc2cc(N3CCOCC3)ccc2S(=O)(=O)N1 do in these assays?
MsrA inh: 1.6

How did COc1ccc(C(=O)Nc2ccc(N3CCN(C(C)=O)CC3)cc2)cc1[N+](=O)[O-] do in these assays?
MsrA inh: 1.3

What do the screens show for `Cc1ccc([C@H]2C[C@]34CN(Cc5ccccc5)S(=O)(=O)[C@H]3C[C@H]2O4)cc1`?
MsrA inh: -0.8

Results for Cc1ccc(CN2C(=O)/C(=C\c3ccc(C(=O)NCc4cccnc4)cc3)Oc3ccccc32)cc1 ?
MsrA inh: -0.1

Quoted at random: 2 entries already listed.
Results for Cc1ccc(CN2C(=O)/C(=C\c3ccc(C(=O)NCc4cccnc4)cc3)Oc3ccccc32)cc1 ?
MsrA inh: -0.1

What do the screens show for `Cc1ccc([C@H]2C[C@]34CN(Cc5ccccc5)S(=O)(=O)[C@H]3C[C@H]2O4)cc1`?
MsrA inh: -0.8

Not all compounds are listed. The share of hits here may be higher or lower than overall.
